Screening results from PubChem BioAssay.
Epigenetic derep: derepresses silenced GFP reporter in murine cells; murine LDR cells, GFP reporter derepression, 30 h; actives 0.2% (n = 280,000); Potency, µM (top dose mostly 53.9 µM), for inactives: at the highest dose GFP activation, actives largely listed as activators; also: % of control where 0% means no effect; nearly all actives have a fitted effect of over 60% in size
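Readout is the number of GFP-expressing murine LDR cells, counted by cytometry following washing. Cells were treated with compound for 30 h at 37 C; the stably integrated CMV-GFP locus is normally silent.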
IMPase Li inh: IMPase inhibition in cells with lithium potentiation; Potency, µM (titrated, usually from 59.4 µM), for the others: top-dose activity, negative = IMPase inhibition, most hits filed as inhibitors; CHO-M1 cells, IP1 TR-FRET (IP-One), carbachol + lithium; actives 0.35% (n = 210,000); AID 1457;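 also: IP1 builds up when IMPase is blocked and the TR-FRET signal falls; plate controls were basal vehicle for no effect and high inhibitor control for full effect; nearly all actives have a fitted effect of over 50% in size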
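IP1 accumulation measured by competitive TR-FRET in lysed CHO-M1 cells after 30 min compound exposure at 37C, with a small lithium addition to potentiate weak responses. Hill-equation AC50 from ratio and donor-channel data.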
RECQ1 helicase: inhibitors of human RECQ1 DNA helicase; RECQ1 DNA unwinding, red fluorescence kinetic read; Potency, µM (highest dose often 57.3 µM), for inactives: top-dose activity, negative = inhibition, most hits filed as inhibitors; actives 0.54% (n = 240,000);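 also: plate controls were vehicle for no effect and no enzyme for full effect; nearly all actives have a fitted effect of over 30% in size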
Target sequence (P46063 whole entry, looked up): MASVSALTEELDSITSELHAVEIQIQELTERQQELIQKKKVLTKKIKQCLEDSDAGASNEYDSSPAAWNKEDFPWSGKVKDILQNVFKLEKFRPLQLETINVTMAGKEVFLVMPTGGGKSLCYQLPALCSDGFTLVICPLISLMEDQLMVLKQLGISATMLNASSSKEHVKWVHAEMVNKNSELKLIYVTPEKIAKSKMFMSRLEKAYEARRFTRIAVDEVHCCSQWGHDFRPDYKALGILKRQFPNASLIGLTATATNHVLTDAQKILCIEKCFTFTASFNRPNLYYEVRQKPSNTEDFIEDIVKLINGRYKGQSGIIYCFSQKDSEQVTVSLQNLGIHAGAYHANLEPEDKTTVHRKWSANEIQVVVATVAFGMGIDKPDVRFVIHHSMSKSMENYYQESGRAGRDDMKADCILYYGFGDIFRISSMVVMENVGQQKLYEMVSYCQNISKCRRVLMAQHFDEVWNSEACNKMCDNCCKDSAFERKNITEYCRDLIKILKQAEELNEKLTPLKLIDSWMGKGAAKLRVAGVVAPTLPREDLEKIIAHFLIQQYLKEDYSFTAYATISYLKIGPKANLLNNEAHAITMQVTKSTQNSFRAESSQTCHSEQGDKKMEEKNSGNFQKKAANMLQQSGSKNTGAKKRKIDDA
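50 nM RECQ1T1 preincubated 15 min with compound in Tris pH 8.0 buffer with MgCl2, DTT, Tween-20 and 2.5 ug/ml poly(dI-dC); started with 200 nM TAMRA/BHQ-2 forked duplex and 2 mM ATP. Unwinding read as fluorescence (525/598 nm), two reads 2 h apart.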
NPSR antagonist: antagonists of human neuropeptide S receptor cAMP signaling. Q6W5P4. CHO-NPSR cells, cAMP TR-FRET, antagonist mode. Potency, µM (doses to about 38.3 µM), for inactives: at the top dose activity change, negative = inhibition, actives largely listed as inhibitors. actives 1% (n = 220,000). AID 1461; also: % is scaled to controls: 0 for no effect and ±100 for the full control effect; nearly all actives have a fitted effect of over 50% in size; many of its hits are not listed in these tables
Target sequence (Q6W5P4 whole entry, looked up): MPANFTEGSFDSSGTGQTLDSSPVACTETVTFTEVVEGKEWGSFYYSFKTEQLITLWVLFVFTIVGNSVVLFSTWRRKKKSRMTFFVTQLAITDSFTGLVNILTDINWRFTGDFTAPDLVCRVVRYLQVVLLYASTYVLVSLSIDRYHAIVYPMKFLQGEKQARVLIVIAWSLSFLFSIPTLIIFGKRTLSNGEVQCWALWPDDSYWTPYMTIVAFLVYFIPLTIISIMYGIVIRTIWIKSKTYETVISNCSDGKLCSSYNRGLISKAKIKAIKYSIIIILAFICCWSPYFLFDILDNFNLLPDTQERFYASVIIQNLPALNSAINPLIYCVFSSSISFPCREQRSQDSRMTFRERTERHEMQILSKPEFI
RGS12 GoLoco inh: blocks human Gai1 binding to RGS12 GoLoco peptide, red readout | Potency, µM (doses to about 61.6 µM), for the others: at the highest dose activity, negative = inhibition, actives largely listed as inhibitors | actives 0.44% (n = 230,000) | P63096 | AID 880 | Gai1:RGS12 GoLoco peptide FP, rhodamine, 10 min; active = well fitted inhibition curve with a large enough effect, not every such curve was filed as active; inactive = no such curve, though single readings can be large or run the other way; also: % is scaled to controls: 0 for no effect and ±100 for the full control effect; nearly all actives have a fitted effect of over 30% in size; many of its hits are not listed in these tables
SMN2 splice up: enhancers of SMN2 splice variant expression; HEK293 SMN2-luciferase splicing reporter, luminescence, 30-36 h; Potency, µM (doses to about 46.1 µM), without a hit: at the top dose activity change, positive = activation, hits mostly activators; actives 2.8% (n = 210,000); AID 1458; also: % of control where 0% means no effect; nearly all actives have a fitted effect of over 55% in size
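qHTS luciferase splicing reporter: luminescence rises when SMN2 exon 7 is included in transfected HEK293 cells. Compound exposure lasted 30-36 h at 37C, with 4.5 mM final sodium butyrate as control, followed by a ONE-Glo read.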
KinaseGlo FLuc: blocks Kinase-Glo luciferase, a counter-screen artifact | Q27757 | Kinase-Glo luciferase, ATP luminescence, 8 min | Potency, µM (top dose mostly 38.3 µM), for the others: at the highest dose activity change, negative = inhibition, most hits filed as inhibitors | actives 0.28% (n = 200,000); also: % is scaled to controls: 0 for no effect and ±100 for the full control effect; nearly all actives have a fitted effect of over 60% in size
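Light output from Kinase-Glo luciferase with luciferin and 10 uM ATP in 50 mM imidazole pH 7.2, KCl, MgCl2, Tween 20, BSA; compound pin-delivered, 8-min ambient incubation, then luminescence read.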
KDM4E inh: JMJD2E (human) inhibition | JMJD2E catalytic domain, FDH-coupled NADH fluorescence (FDH is formaldehyde dehydrogenase) | Potency, µM (series often up to 57.1 µM), without a hit: top-dose activity change, negative = inhibition, hits mostly inhibitors | actives 1.6% (n = 230,000); active = well fitted inhibition curve with a large enough effect, not every such curve was filed as active; inconclusive = small, poorly fitted or top-dose-only effect, or another doubt; inactive = no such curve, though single readings can be large or run the other way;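 also: 0% = wells with enzyme and -100% = buffer wells without enzyme; nearly all actives have a fitted effect of over 50% in size; many of its hits are not listed in these tables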
The depositor's hits bear a star; i = inactive; ? = inconclusive; · = no result given; [ ] = remark or other dose. Unless noted, calls follow the shape of the dose curve; as a rule, active = well fitted curve in the direction sought with a large enough effect; inconclusive = small, poorly fitted or top-dose-only effect, or another doubt; inactive = no such curve, though single readings can be large; an effect the other way counts as inactive or inconclusive. Potency is read from the fitted curve at half-maximal effect.

SMILES | Epigenetic derep | IMPase Li inh | RECQ1 helicase | NPSR antagonist | RGS12 GoLoco inh | SMN2 splice up | KinaseGlo FLuc | KDM4E inh
CCCCOc1cccc(C(=O)NNC(=S)NC2CCCCC2)c1 | 0.0% | -3% | i | -9%[46.1 µM] | 11% | 25% | 0% | -6%
C=CCNC(=O)c1ccc(Sc2ccccc2)c([N+](=O)[O-])c1 | -1.0% | -23%[38.3 µM] | 14% | -20%[46.1 µM] | 6% | 3% | 5% | -2%
O=S(=O)(Nc1ccc2c3c(cccc13)CC2)c1ccc(F)cc1 | 3.0% | 13%[38.3 µM] | i | -17%[46.1 µM] | 29% | -13% | -2% | 1%
O=C(c1ccc(F)cc1)N1CCCC(C(=O)N2CCN(c3ccccc3)CC2)C1 (stereo unspecified) | 2.3% | · | -3% | 5% | 0% | · | · | -2%
O=S(=O)(NCc1ccc(Cl)cc1)c1cccc2cccnc12 | 1.1% | · | -13% | -3% | 5% | · | · | 6%
CN1CC=C2C(C#N)=C(N)C(C#N)(C#N)C(Cc3ccccc3)C2C1 (stereo unspecified) | -0.9% | 3% | -3% | -3%[46.1 µM] | -4% | 11% | 0% | ?
COc1ccccc1CNC(=O)COc1ccc(C)nc1[N+](=O)[O-] | 1.1% | -5% | -2% | 14% | 5% | 4% | 0% | 2%
CCOc1ccccc1NC(=O)NS(=O)(=O)c1ccc(C)cc1 | 0.0% | 19%[38.3 µM] | -4% | -10%[46.1 µM] | 7% | 3% | -2% | 1%
O=C(CSc1ccc(Cl)cc1)Nc1nnc(-c2cccc([N+](=O)[O-])c2)s1 | -0.1% | 6% | -28% | -12% | 12% | -59% | 0% | -4%
Cc1ccc2[nH]c(=O)c(COC(=O)c3cccs3)cc2c1 | -1.3% | ? | -5% | ? | 8% | 11% | -4% | ?
COc1ccc2c(c1)OCC1=C2CCC2(C)C(=O)CC=C12 (stereo unspecified) | -1.1% | 26%[38.3 µM] | -7% | 0%[46.1 µM] | 161%[activator] | 2% | -2% | ?
CC(NC(=O)c1cccc2ccccc12)c1ccc2c(c1)CCCC2 (stereo unspecified) | 0.0% | 17% | -13% | -30% | 2% | -7%[1.84 µM] | -6% | -3%
CCOC(=O)c1[nH]c2ccc(OC)cc2c1NC(=O)CN1CCSCC1 | 0.8% | 4%[38.3 µM] | -7% | -15%[46.1 µM] | 5% | -6% | -1% | ?
Cc1ccc(C(=O)CSc2nnc(COc3ccccc3)o2)cc1 | 0.0% | 8% | -9% | 6% | 7% | · | 0% | -6%
CC(C)n1c2ccccc2c2nnc(SCC(=O)Nc3ccccc3C(=O)O)nc21 | -0.7% | 7.9µM* | -3% | -12% | 14% | -20% | 3% | -2%
CCOC(=O)C1(CC2CCCCO2)CCN(Cc2nccn2-c2cccc(C)c2)CC1 (stereo unspecified) | 2.5% | 10% | i | 20% | 4% | · | 3% | -8%
CSc1ccc(/C=C(/NC(=O)c2ccc(C)cc2)C(=O)Nc2cccc(C)c2)cc1 | 0.0% | 5% | -7% | 17% | -2% | 5% | 0% | ?
N[C@@H](CSc1nc2ccccn2c1[N+](=O)[O-])C(=O)O | · | 11% | · | · | -5%[14.2 µM] | -6%[9.22 µM] | -4%[7.66 µM] | ·
CCOC(=O)C1(CC2CCCCO2)CCN(S(=O)(=O)c2c(C)nn(C)c2C)CC1 (stereo unspecified) | 0.0% | 26% | -8% | -1% | 6% | · | -1% | 5%
Cc1ccc(-c2noc(-c3ccccc3C(=O)NCc3ccco3)n2)cc1 | 0.0% | · | -3% | 8% | 4% | · | · | 2%
O=C1[C@H]2[C@H]3C=C[C@@H](C4[C@H]3[C@@H]3C(=O)N(CN5CCSCC5)C(=O)[C@H]43)[C@H]2C(=O)N1CN1CCSCC1 (stereo partly specified) | · | -6% | · | · | 8%[14.2 µM] | -19%[9.22 µM] | -5%[7.66 µM] | ·
O=C(CSc1ncnc2ccccc12)NCCCO | 0.0% | 11%[38.3 µM] | -2% | -2%[46.1 µM] | -11% | -8% | -2% | 3%
C/C(=N\NC(=O)c1ccccn1)c1ccc(Cl)cc1 | 5.6% | · | 0% | 22% | 7% | · | · | -7%
Cc1noc(C)c1S(=O)(=O)NC1CCN(Cc2ccccc2)CC1 | 0.8% | -13%[38.3 µM] | -9% | 4%[46.1 µM] | 7% | 10% | -2% | 12%
C=C1CCC2[C@](C)(CO)C(O)CC[C@]2(C)C1C/C=C1/C(=O)OCC1O (stereo partly specified) | 0.1% | -3% | i | · | -5% | -12% | -1% | 9%
CCOc1ccc(NC(=S)N2CCCCCC2)cc1 | -4.4% | -9% | -1% | 7% | 0% | -3% | 0% | -3%
O=C(O)c1ccc(-c2ccccc2)[nH]c1=O | 2.3% | · | -7% | 0% | 9% | · | · | ?
CN1CCN(c2nc(Nc3ccc(O)cc3)nc3ccccc23)CC1 | 5.2% | 8% | -17% | -16% | -1% | 6% | 4% | -9%
O=C(CN1CCN(C(c2ccccc2)c2ccccc2)CC1)N1CCOCC1 | -0.5% | 17%[38.3 µM] | 8% | -4%[46.1 µM] | -1% | 19% | -1% | ?
OCCNc1nc2ccccc2nc1NCCO | 1.0% | · | -1% | -8% | 26% | · | · | ?
COc1ccc(OC)c(/C=N/NC(=O)Cn2ccnc2C)c1 | 0.0% | · | i | -3%[7.67 µM] | 6% | · | · | ?
Cc1ccc(OCCSc2ncnc3sc(C)c(C)c23)cc1C | 0.0% | · | -5% | -9%[46.1 µM] | · | · | · | -6%
CC(CCc1ccccc1)NC(=O)c1cccc([N+](=O)[O-])c1 (stereo unspecified) | -1.6% | 4% | 5% | -12% | 3% | -15% | 0% | 5%
Cc1ccc(NC(=O)COC(=O)[C@H](C)N2C(=O)C3CC=CCC3C2=O)cc1S(=O)(=O)N(C)C (stereo partly specified) | -6.8% | -4% | 1% | -5% | 7% | -1% | 0% | 13%
CCOC(=O)C1=C(N)c2ccccc2CC1C(C)C (stereo unspecified) | -3.1% | 34%[activator][38.3 µM] | -3% | -14%[46.1 µM] | -1% | -9% | 2% | -2%
Cc1ccc(N=Nc2ccc(O)c(P(=O)(c3ccccc3)c3ccccc3)c2)cc1 | -0.1% | · | -11% | 28% | 8% | · | · | ?

Brought forward from above: 3 entries, then new ones.
SMILES | Epigenetic derep | IMPase Li inh | RECQ1 helicase | NPSR antagonist | RGS12 GoLoco inh | SMN2 splice up | KinaseGlo FLuc | KDM4E inh
Cc1ccc(NC(=O)COC(=O)[C@H](C)N2C(=O)C3CC=CCC3C2=O)cc1S(=O)(=O)N(C)C (stereo partly specified) | -6.8% | -4% | 1% | -5% | 7% | -1% | 0% | 13%
CCOC(=O)C1=C(N)c2ccccc2CC1C(C)C (stereo unspecified) | -3.1% | 34%[activator][38.3 µM] | -3% | -14%[46.1 µM] | -1% | -9% | 2% | -2%
Cc1ccc(N=Nc2ccc(O)c(P(=O)(c3ccccc3)c3ccccc3)c2)cc1 | -0.1% | · | -11% | 28% | 8% | · | · | ?
O=C(NCCCl)Nc1cc([N+](=O)[O-])ccc1Cl | -1.4% | 1% | -3% | 7% | 8% | -6% | 1% | 1%
CNC(=O)c1nnn(Cc2ccccc2)c1NC(C)=O | 4.8% | 24%[38.3 µM] | -1% | -2%[46.1 µM] | -3% | -7% | 0% | -2%
COc1ccc(C(=O)CSc2ccc(-c3ccc(C)cc3)nn2)cc1 | 1.0% | 11% | -2% | -10% | 10% | 14µM* | 3% | -16%
COCCNC(=O)CN1CCC(NC(=O)Nc2ccc(C(F)(F)F)cc2)CC1 | -0.8% | 5%[38.3 µM] | -4% | 5%[46.1 µM] | 3% | -21% | 2% | 7%
CC(C)NC(=O)C(Sc1ccccc1)c1ccccc1 (stereo unspecified) | -0.6% | 30%[38.3 µM] | -6% | -11%[46.1 µM] | 4% | 14% | -4% | -5%
CCN1CCN(C(=O)c2nn(-c3ccc(OC)cc3)c(=O)c3c2c2ccccc2n3C)CC1 | 0.1% | -3% | -2% | 5% | 7% | 0% | 0% | -7%
Cc1[nH]c2c([N+](=O)[O-])cccc2c1C | 4.2% | · | i | 6% | -22% | · | · | 6%
CCc1ccc(OCc2nnc(SCC(=O)NCc3ccco3)o2)cc1 | 0.0% | 4% | -5% | -10%[46.1 µM] | 0% | -22% | 7% | -3%
Cc1noc(C)c1S(=O)(=O)Nc1ccc(C(=O)N2CCCCC2)cc1 | 0.0% | 19%[38.3 µM] | i | 12%[46.1 µM] | -6% | -6% | 0% | 4%
Cc1ccc(S(=O)(=O)NC(C(=O)Oc2ccc3c(C)c(Cl)c(=O)oc3c2)c2ccccc2)cc1 (stereo unspecified) | 2.1% | -4% | -7% | -6%[46.1 µM] | -3% | 4% | 2% | ?
O=C1CC(NCc2ccccc2)C(=O)N1c1ccc(F)cc1 (stereo unspecified) | -0.7%[10.1 µM] | -6% | 25% | 6% | 4% | -10% | 1% | -7%
COc1cc(/C=N\NC(=O)Cn2nnc3ccccc32)cc(OC)c1OC | 0.9% | 10%[38.3 µM] | -2% | -16%[46.1 µM] | 11% | -3% | 2% | -8%
Cc1cc(C=C2C(=O)c3ccccc3C2=O)c(C)n1-c1ccc(C(=O)O)cc1 | -1.2% | 1% | i | 12% | -1% | · | · | -2%
Cc1nn(-c2ccccc2)c(C)c1NC(=O)c1ccc(S(=O)(=O)N2CCCC2)cc1 | -1.2% | -6%[38.3 µM] | -5% | -18%[46.1 µM] | 10% | 1% | 0% | -8%
O=C(CN1C(=O)NC2(CCOc3ccccc32)C1=O)Nc1ccc2c(c1)OCCO2 (stereo unspecified) | 0.9% | -24%[38.3 µM] | -4% | -2%[46.1 µM] | 5% | 7% | 1% | 5%
COc1ccccc1NC(=O)c1cc(OC)c(OC)cc1[N+](=O)[O-] | -2.8% | -8% | -14% | 4% | 3% | -22% | 1% | -11%
CC(=O)n1cc([C@H]2C=C(C(=O)Nc3ccccc3)O[C@@H](OCCCCO)C2)c2ccccc21 | -1.5% | 6% | -27% | 32% | 5% | · | · | -7%
CC(=O)c1c(C)[nH]c(C(=O)OCC(=O)NCC(C)C)c1C | 1.5% | 4% | -10% | 11% | -6% | -11% | 1% | 0%
O=C(C1CCN(S(=O)(=O)c2cccnc2)CC1)N1CCN(c2ccc(Cl)cc2)CC1 | -1.0% | · | -15% | -5% | 7% | · | · | 0%

This is a subset; the hit share may differ from the screen's.
